CD11b adhes inh: CD11b/CD18-fibrinogen binding inhibition; P05107+P11215; K562 CD11b/CD18 adhesion to fibrinogen, ATPlite luminescence; Mn2+ added to activate the integrin; inhibition, % at 10 µM; 93,000 compounds, 0.54% hits; AID 1497;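 active = primary inhibition of 50% or more at 10 µM, then 40% or more on retest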; note: some results filed as inactive read as strong as hits
ERa coact pot: ER-alpha (human) coactivator binding potentiation; coactivator binding (% of control), % at 25.6 µM; TR-FRET ERalpha-LBD/SRC-Cy5 coactivator binding, 2 h; 100 = basal binding, no effect; 86,000 compounds, 1.3% hits; P03372; AID 639; in the data active = activity above about 200%;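 note: binding measured in presence of low estradiol as agonist stimulus; 0% = peptide alone without receptor and 100% = receptor with peptide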
Target sequence (P03372 whole entry, looked up, the tested form may be a part): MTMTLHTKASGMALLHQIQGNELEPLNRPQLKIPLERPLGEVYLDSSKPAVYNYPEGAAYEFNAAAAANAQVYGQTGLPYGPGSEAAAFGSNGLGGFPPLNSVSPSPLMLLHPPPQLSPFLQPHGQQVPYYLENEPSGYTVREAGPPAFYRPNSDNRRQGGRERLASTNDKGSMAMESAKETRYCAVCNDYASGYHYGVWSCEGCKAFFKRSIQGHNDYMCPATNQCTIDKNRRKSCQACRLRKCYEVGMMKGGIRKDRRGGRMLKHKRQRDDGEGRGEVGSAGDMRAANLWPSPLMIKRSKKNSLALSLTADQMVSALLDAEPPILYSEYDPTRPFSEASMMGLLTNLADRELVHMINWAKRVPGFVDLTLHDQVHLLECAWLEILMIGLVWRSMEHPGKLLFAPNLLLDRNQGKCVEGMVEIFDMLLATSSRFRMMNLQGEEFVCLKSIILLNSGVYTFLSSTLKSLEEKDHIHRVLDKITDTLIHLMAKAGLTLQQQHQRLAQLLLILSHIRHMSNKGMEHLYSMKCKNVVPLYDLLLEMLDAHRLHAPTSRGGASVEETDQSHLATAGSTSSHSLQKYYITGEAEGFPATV
H69AR inhibit: growth inhibitors of human H69AR lung tumor cells; H69AR lung tumor viability, ATP luminescence, 72 h; active compounds read low; viability, % at 10 µM; 85,000 compounds, 6% hits; AID 598;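 active = viability at or below 40%; inactive = viability above 40%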;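 note: multidrug resistant small cell line overexpressing MRP-1 efflux transporter; 100% = mean luminescence of untreated control wells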
CYP2C19 inh: blocks human cytochrome P450 2C19. inhibition, % at 5 µM. CYP2C19 Supersomes, luciferin-H EGE luminescence, 30 min. 96,000 compounds, 21% hits;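 active = CYP2C19 inhibition above a set limit at 5 µM in the primary screen, cut at about 50% in these data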;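 note: plate controls were negative control wells for no effect and 2.5 mM tranylcypromine positive control for full effect; values of inactives mirror those of a sister screen read the other way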
Target sequence (P33261 whole entry, looked up): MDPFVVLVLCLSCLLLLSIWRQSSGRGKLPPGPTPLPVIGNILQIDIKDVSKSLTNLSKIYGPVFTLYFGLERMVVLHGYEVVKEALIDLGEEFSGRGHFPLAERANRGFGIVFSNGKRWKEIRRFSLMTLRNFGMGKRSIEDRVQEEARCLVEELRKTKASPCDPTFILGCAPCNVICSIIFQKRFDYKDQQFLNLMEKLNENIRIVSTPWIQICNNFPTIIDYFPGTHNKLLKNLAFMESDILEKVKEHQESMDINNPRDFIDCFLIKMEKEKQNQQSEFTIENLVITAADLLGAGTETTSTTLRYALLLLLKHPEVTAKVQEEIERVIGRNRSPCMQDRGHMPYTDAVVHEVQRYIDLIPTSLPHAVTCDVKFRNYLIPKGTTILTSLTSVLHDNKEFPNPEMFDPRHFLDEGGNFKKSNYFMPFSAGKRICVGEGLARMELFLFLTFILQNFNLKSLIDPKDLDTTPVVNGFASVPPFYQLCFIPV
Mac1 fbg enh: CD11b/CD18-fibrinogen binding enhancement; P05107+P11215; K562 CD11b/CD18 adhesion to fibrinogen, ATPlite luminescence; activation, % at 10 µM; 93,000 compounds, 0.07% hits;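 active = 10 µM primary screen giving 50% or more activity, confirmed by 40% or more on retest at that dose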; note: strong numbers were not always called active
Fibroblast inh: blocks proliferation of human lung fibroblasts; LL 47 human lung fibroblast viability, ATP luminescence; active compounds read low; 85,000 compounds, 1.1% hits; AID 719; viability, % at 10 µM;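 active = viability at or below 50% in the single dose screen; inactive = viability above 50%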;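 note: compound exposure lasted 72 h before the ATP readout; 100% = median luminescence of untreated cell-only wells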
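test system = LL 47 human lung fibroblasts | amount = 1,150 fibroblasts seeded per well | medium = 15% FBS in IMEM | times = overnight cell rest, 72 h compound treatment at 37 °C | measured by = CellTiter-Glo luminescence measuring cellular ATP | read-out = viability percentage against median untreated-cell control | benchmarks = cell-only wells, no compound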
CYP2C19 act: increases human CYP2C19 enzyme activity | P33261 | recombinant CYP2C19, luciferin-H EGE luminescence; active compounds read high; 0 = fully inhibited enzyme, 1 = untreated enzyme | activation factor at 5 µM | 96,000 tested, under 10 active | AID 1025;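 active = activation factor of at least 2 at 5 µM in the primary screen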;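 note: 0 = wells with 2.5 mM tranylcypromine and 1 = vehicle-only wells; values of inactives mirror those of a sister screen read the other way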
HUVEC prolif 384: inhibitors of human endothelial cell proliferation | HUVEC proliferation, CellTiter-Glo luminescence, 72 h; active compounds read low | viability, % at 10 µM (by protocol) | 86,000 compounds, 1.1% hits;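 active = viability at or below 30%; inactive = viability above 30%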;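 note: 100% = median luminescence of DMSO-only cell control wells on each plate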
ERa SRC1 inh: ER-alpha (human) coactivator binding inhibition | P03372 | TR-FRET ER-alpha LBD / SRC-1 peptide, estradiol-bound | inhibition, % at 25.6 µM | 86,000 compounds, 1.7% hits; in the data active = inhibition above about 50%;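 note: 0% = receptor plus peptide control and 100% = peptide only without receptor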
* = called active by the depositor; . = no result given; [ ] = remark or other dose.

SMILES	CD11b adhes inh	ERa coact pot	H69AR inhibit	CYP2C19 inh	Mac1 fbg enh	Fibroblast inh	CYP2C19 act	HUVEC prolif 384	ERa SRC1 inh
COC(=O)c1sccc1NC(=O)c1cc(-c2cccc(C)c2)nc2ccccc12	-6	.	.	-11	7	.	1.1	.	.
CCn1c2ccccc2c2cc(C3C(C#N)=C(N)OC4=C3C(=O)CC(C)(C)C4)ccc21 (stereo not drawn)	6	109	93	2	-2	98	1	90	-37
COc1ccc(-c2cc(C(F)(F)F)nc(SCCC(=O)N3CCN4CCCC4C3)n2)cc1 (stereo not drawn)	-5	96	64	19	-4	96	0.8	84	-3
O=C(CSc1nc2ccccc2c(=O)[nH]1)c1cccs1	-1	118	85	39	-3	89	0.6	97	13
Cc1sccc1C1C(C#N)=C(N)SC(N)=C1C#N	0	65[fluorescence artefact?]	80	35	-2	101	0.7	92	-23[fluorescence artefact?]
COc1ccccc1C1C(C(N)=O)=C(C)Nc2ncnn21 (stereo not drawn)	-14	117	92	-22	-8	98	1.2	93	-28
Cc1cccc2cc(C(c3nnnn3Cc3ccc4c(c3)OCO4)N3CCCC3)c(=O)[nH]c12 (stereo not drawn)	8	106	97	38	0	107	0.6	110	5
CCN(C(=O)CN1CCN(c2ccccc2O)CC1)c1c(N)n(Cc2ccccc2)c(=O)[nH]c1=O	-10	82[fluorescence artefact?]	100	10	1	99	0.9	97	21
O=C(CS(=O)(=O)c1cn(Cc2cccc(F)c2)c2ccccc12)N1CCOCC1	-13	.	.	34	-1	.	0.7	.	.
O=C(CSc1ncnc2nc[nH]c12)c1ccc(Cl)cc1	.	79[fluorescence artefact?]	99	.	.	89	.	65	-3
CCC(CC)C(=O)N1CCCC(c2nc(-c3cccs3)no2)C1 (stereo not drawn)	4	87	93	-2	-2	100	1	98	19
COc1ccc2cc(C(c3nnnn3CCc3ccccc3)N3CCC(O)CC3)c(=O)[nH]c2c1 (stereo not drawn)	.	120	82	-10	.	99	1.1	97	-17
NS(=O)(=O)c1cccnc1Nc1cccc(Cl)c1	0	.	.	40	-1	.	0.6	.	.
CCOC(=O)c1cnn(-c2ccccc2)c1-n1cccc1	-4	165	96	55*	0	92	0.4	97	-14
COc1cccc(CNCCSc2nnnn2C)c1OC	-3	101	98	77*	-4	97	0.2	95	-6
COc1ccc(N(CC(=O)Nc2ccc(S(=O)(=O)N3CCOCC3)cc2)S(=O)(=O)c2ccccc2)cc1	22	.	.	28	14	.	0.7	.	.
NS(=O)(=O)c1ccc(NS(=O)(=O)/C=C/c2ccccc2)cc1	20	119	93	39	-5	111	0.6	104	1
O=C(O)C1CCCN1c1ncccn1 (stereo not drawn)	-7	106	104	7	-4	96	0.9	95	1
CCCCC(=O)Nc1ccc2c(c1)nc1n2CCOC1	-15	117	98	-10	2	108	1.1	102	4[fluorescence artefact?]
O=C(Nc1ccc(Cl)cc1)N(CCCN1CCOCC1)Cc1cccs1	3	119	93	84*	2	98	0.2	107	-4
CC(C)c1nnc(NC(=O)CSc2ccccc2)s1	-5	94[fluorescence artefact?]	94	63*	1	104	0.4	101	0
CC(=O)c1cccc(NC(=O)CN(C2CCCCC2)S(C)(=O)=O)c1	-26	109	85	40	2	.	0.6	106	-5
Cc1cc(C)nc(SCc2nnc(SCC(=O)Nc3ccc(Cl)c(C(F)(F)F)c3)o2)n1	39	99	89	47	-2	103	0.5	98	2
CCn1c(CNc2ccccc2Cl)nnc1SCCN1CCCCC1	3	118	84	10	-1	101	0.9	94	-15
O=C(O)Cn1cc(C(=O)c2ccco2)c2ccccc21	16	.	.	-7	2	.	1.1	.	.
Cc1ccc(S(=O)(=O)N2CCN(c3ncnc4c3cnn4-c3ccccc3)CC2)cc1	4	152	101	-12	1	93	1.1	89	-1
COc1ccc(CCNC(=O)c2cnn3ccccc23)c(OC)c1OC	7	117	89	31	2	110	0.7	94	4
c1ccc(-c2cc(-c3nnc4n3N=C(c3ccc5ccccc5c3)CS4)[nH]n2)cc1	82	.	.	5	-5	.	1	.	.
O=C(Nc1ccccc1C(F)(F)F)c1cc(-c2ccc(O)cc2)on1	-6	86	70	7	1	107	0.9	114	-3
COc1ccccc1Nc1nc(N)nc(CN2CCN(Cc3ccccc3)CC2)n1	21	101	52	5	-3	99	0.9	99	2
O=C(NCc1ccccc1)C(=O)NCC1COc2ccccc2O1 (stereo not drawn)	.	106	29*	.	.	56	.	54	5
CN(C)S(=O)(=O)N1CCN(C(=O)c2cccc(Br)c2)CC1	-11	112	104	47	-1	101	0.5	102	11
COc1ccc(-n2c(C)nc3c(cnn3-c3ccc(Cl)cc3)c2=O)cc1	4	108	68	-4	1	94	1	77	-2
CC(C)OCC1CC(CC(=O)NC(=S)Nc2cccc([N+](=O)[O-])c2)C(=O)O1 (stereo not drawn)	.	113	83	.	.	88	.	84	-13
CC(C)CCNC(=O)Cn1c(NCCC(C)C)nc2c1c(=O)n(C)c(=O)n2C	.	128	92	.	.	105	.	95	2
CN(Cc1ccccc1)C(=O)CCCn1c(=O)[nH]c2cc(Cl)ccc2c1=O	-21	115	98	82*	-1	103	0.2	100	2[fluorescence artefact?]
CCC1S/C(=N\S(=O)(=O)c2cccs2)N(C2CCCCC2)C1=O (stereo not drawn)	-31	87[fluorescence artefact?]	82	79*	-2	95	0.2	110	-2
Cc1ccc(O)c(CNc2ccccn2)c1	-7	104	.	67*	-4	92	0.3	83	-8
Cc1c(NC(=O)C2Cc3ccccc3CN2C(=O)c2ccco2)c(=O)n(-c2ccccc2)n1C (stereo not drawn)	2	114	102	-15	0	98	1.1	105	8
Cn1c(O)c(C2=c3ccccc3=NC2=O)sc1=Nc1ccc(Cl)cc1	.	41[fluorescence artefact?]	40*	.	.	76	.	68	50
N#Cc1ccc(Cl)cc1NC(=O)COC(=O)c1ccc2c(c1)OCCO2	5	.	.	18	-3	.	0.8	.	.
Cc1cc(=O)oc2cc(OCc3cc4c(cc3Cl)OCO4)ccc12	-10	.	.	15	-5	.	0.9	.	.
COc1cc(-c2nc(-c3ccncc3)no2)cc(OC)c1OC	-34	88	89	84*	1	95	0.2	112	-9
CCOC(=O)CCCCC(=O)NC(CO)C(=O)NC (stereo not drawn)	4	113	110	-16	3	92	1.2	101	-5
C=CCN1C(=Nc2ccccc2)SC/C1=C\C(=O)OC	9	91	89	31	2	95	0.7	105	-2
O=C(CSc1nnnn1-c1cccc2c1CCCC2)N1CCOCC1	0	105	97	20	4	92	0.8	89	-27
O=C(CSc1nnnn1Cc1ccccc1)NCCc1ccccc1	-49	88[fluorescence artefact?]	70	20	5	104	0.8	90	-5
CC/C(CC(C)(C)c1ccccc1)=N\O	-48	110	93	79*	0	102	0.2	112	-3
Cc1ccc(/C=N/NC(=O)Cn2cnc3ccccc32)o1	-1	.	.	7	2	.	0.9	.	.
CCn1cc(C(=O)N2CCN(c3ccccn3)CC2)c2cc(OC)c(OC)cc2c1=O	-3	125	71	12	0	91	0.9	96	-14
COc1ccc(C(=O)N(Cc2ccco2)Cc2cc3cc(C)ccc3[nH]c2=O)cc1OC	.	80	41	.	.	101	.	102	-2[fluorescence artefact?]
O=C(O)CS(=O)(=O)CC(=O)O	-11	130	102	-3	0	104	1	102	-9
CCC(C)Sc1nnc(Cc2cc(=O)[nH]c(=O)[nH]2)n1-c1ccc(OC)cc1 (stereo not drawn)	-8	113	96	-9	28	96	1.1	108	-6
O=C(Oc1cncc(Cl)c1)c1ccco1	.	93[fluorescence artefact?]	87	.	.	112	.	94	6
COc1cccc(NC(=O)CN(C)C(=O)c2ccc3ccccc3c2)c1	-31	.	.	24	5	.	0.8	.	.
Cc1ccccc1Cn1ccc(NC(=O)c2onc(C)c2Cl)n1	.	81	101	.	.	110	.	90	8
Cc1ccc(S(=O)(=O)CCc2nc3ccccc3s2)cc1C	-8	101	99	58*	-1	101	0.4	91	-10
Cc1c(C)n(C)c2ccc([N+](=O)[O-])cc12	.	99	94	26	.	104	0.7	122	2
CCOC(=O)Cc1csc(NC(=O)CSc2nnnn2-c2ccc(F)cc2)n1	7	107	86	16	-5	92	0.8	96	1
Cc1ccccc1OCC(=O)Nc1cccc(N(C)S(C)(=O)=O)c1	-20	94[fluorescence artefact?]	79	69*	4	100	0.3	89	9

Next part.
SMILES	CD11b adhes inh	ERa coact pot	H69AR inhibit	CYP2C19 inh	Mac1 fbg enh	Fibroblast inh	CYP2C19 act	HUVEC prolif 384	ERa SRC1 inh
CCOC(=O)c1ccccc1NC(=O)CSc1nnnn1C	.	101	86	.	.	101	.	100	6
Cc1ccc(S(=O)(=O)NCC(=O)OCc2nnc(-c3ccccc3)o2)cc1C	6	94[fluorescence artefact?]	101	34	0	104	0.7	96	-2
COc1ccc(OCCSc2ncccn2)cc1	-24	109	97	87*	6	94	0.1	90	-39
Nc1nc(-c2ccc3ccccc3c2)c(C2(O)C(=O)Nc3c(Br)cc(F)cc32)s1 (stereo not drawn)	12	.	.	92*	-6	.	0.1	.	.
CN(C)C(=O)COc1ccc2ccc(=O)oc2c1	-12	138	99	-4	-3	96	1	93	1
O=S(=O)(N1CCOCC1)n1cnc2ccccc21	-5	117[fluorescence artefact?]	95	25	1	105	0.8	98	-1
O=C(CN1C(=O)CCC1=O)NCC12CC3CC(CC(C3)C1)C2	-2	.	.	12	5	.	0.9	.	.
Cn1c(C(=O)Nc2ccc3c(c2)OCO3)cc2sccc21	2	95[fluorescence artefact?]	85	96*	0	85	0	70	2
CS(=O)(=O)N(CC(=O)N1CCC(C(N)=O)CC1)C1CCCCC1	-6	82	89	-3	-6	101	1	109	1
CS(=O)(=O)N1CCN(c2nc(-c3ccccc3)cs2)CC1	-10	136	95	10	-1	107	0.9	109	1
CCOC(=O)CSc1nc2ccc(NC(C)=O)cc2s1	-1	86	99	57*	-10	98	0.4	96	21
Cc1cc2ncn(N)c2cc1C	.	112	94	-11	.	98	1.1	94	1
Cc1occc1C(=O)Nc1cccc2ccccc12	.	96	71	.	.	97	.	87	-3
COc1cccc(C2=CC(c3ccc(N(C)C)cc3)n3nnnc3N2)c1 (stereo not drawn)	-7	85[fluorescence artefact?]	15*	-11	-4	89	1.1	75	12
CCOC(=O)CN1C(=O)C(C)(C)Oc2ccc(C(=O)Nc3ccccc3OC)cc21	10	104	81	82*	-1	102	0.2	101	6

Limited to CYP2C19 act, for some of the entries so far:
structure | CYP2C19 act
O=C(CN1C(=O)CCC1=O)NCC12CC3CC(CC(C3)C1)C2 | 0.9
Cn1c(C(=O)Nc2ccc3c(c2)OCO3)cc2sccc21 | 0
CS(=O)(=O)N(CC(=O)N1CCC(C(N)=O)CC1)C1CCCCC1 | 1
CS(=O)(=O)N1CCN(c2nc(-c3ccccc3)cs2)CC1 | 0.9
CCOC(=O)CSc1nc2ccc(NC(C)=O)cc2s1 | 0.4

3 entries out of the list, ordered by molar mass, rising.
SMILES	CD11b adhes inh	ERa coact pot	H69AR inhibit	CYP2C19 inh	Mac1 fbg enh	Fibroblast inh	CYP2C19 act	HUVEC prolif 384	ERa SRC1 inh
Cc1occc1C(=O)Nc1cccc2ccccc12	.	96	71	.	.	97	.	87	-3
CS(=O)(=O)N1CCN(c2nc(-c3ccccc3)cs2)CC1	-10	136	95	10	-1	107	0.9	109	1
Nc1nc(-c2ccc3ccccc3c2)c(C2(O)C(=O)Nc3c(Br)cc(F)cc32)s1 (stereo not drawn)	12	.	.	92*	-6	.	0.1	.	.

From PubChem BioAssay

Not a hit list (roughly 26% active in at least one column).
